From PubChem BioAssay
SMARCA2 act = activators of SMARCA2 function. activation, % at 9.1 µM. AID 652017. 370,000 tested, 1% active. MG213 cells, MMTV-luciferase reporter, dexamethasone, overnight; in the data active means activation above about 7.8%;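 further: 0% = vehicle wells and 100% = reference activator wells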
ADAM10 inh = inhibitors of human ADAM10. AID 720582. O14672. inhibition, % at 7 µM. 370,000 tested, 0.62% active. recombinant ADAM10, EDANS/DABCYL FRET peptide cleavage, 3 h;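 active means inhibition above a per-campaign cutoff equal to the mean of compounds falling between control-based bounds plus 3 SD, cut at about 20% in these data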;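 further: 0% = DMSO wells while the 100% control is not disclosed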
GAA850 FXN act = frataxin GAA850 promoter activation; HEK293 lucGAA850 FXN promoter luciferase reporter, 24 h; percent of 10 µM SAHA response; activation, % at 6 µM; 360,000 tested, 0.56% active;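 active means activation above the average of all compounds screened plus 3 SD, cutoff fixed separately per campaign, cut at about 7.5% in these data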;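 further: 0% = DMSO wells and 100% = 10 µM SAHA wells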
HGIII-sPLA2 inh = Blocks human group III sPLA2 activity. Q9NZ20. QFRET BODIPY PC-A2 liposome hydrolysis, fluorescence. inhibition, % at 12.2 µM. 370,000 tested, 0.56% active. AID 743126;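 active means inhibition above mean plus 3 SD of compounds lying within the high and low control bounds, cut at about 19% in these data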;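 further: 0% = median of test compound wells and 100% = no enzyme DMSO wells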
hcDAF-12 act = H. contortus DAF-12 activation, primary screen | activation, % at 6.8 µM | HEK293 hcDAF-12 lit1-tk-luc reporter, luminescence; 0% DMSO, 100% Δ7-dafachronic acid | 370,000 tested, 1.4% active;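 active means activation above the mean of all tested compounds plus 3 SD, cut at about 5.5% in these data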;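 further: 100% = response to 3 µM Δ7-dafachronic acid high control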
GC-B act = GC-B (human) receptor activation | P20594 | HEK293-GC-B cells, CNP EC30, cGMP TR-FRET; 0% at EC30 CNP, 100% saturating CNP | activation, % at 10 µM | 370,000 tested, 0.11% active | AID 1920062;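 active means activation at 10 µM reaching about 35% in either raw or pattern-adjusted values, limit read from the data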
Target sequence (P20594 whole entry, looked up): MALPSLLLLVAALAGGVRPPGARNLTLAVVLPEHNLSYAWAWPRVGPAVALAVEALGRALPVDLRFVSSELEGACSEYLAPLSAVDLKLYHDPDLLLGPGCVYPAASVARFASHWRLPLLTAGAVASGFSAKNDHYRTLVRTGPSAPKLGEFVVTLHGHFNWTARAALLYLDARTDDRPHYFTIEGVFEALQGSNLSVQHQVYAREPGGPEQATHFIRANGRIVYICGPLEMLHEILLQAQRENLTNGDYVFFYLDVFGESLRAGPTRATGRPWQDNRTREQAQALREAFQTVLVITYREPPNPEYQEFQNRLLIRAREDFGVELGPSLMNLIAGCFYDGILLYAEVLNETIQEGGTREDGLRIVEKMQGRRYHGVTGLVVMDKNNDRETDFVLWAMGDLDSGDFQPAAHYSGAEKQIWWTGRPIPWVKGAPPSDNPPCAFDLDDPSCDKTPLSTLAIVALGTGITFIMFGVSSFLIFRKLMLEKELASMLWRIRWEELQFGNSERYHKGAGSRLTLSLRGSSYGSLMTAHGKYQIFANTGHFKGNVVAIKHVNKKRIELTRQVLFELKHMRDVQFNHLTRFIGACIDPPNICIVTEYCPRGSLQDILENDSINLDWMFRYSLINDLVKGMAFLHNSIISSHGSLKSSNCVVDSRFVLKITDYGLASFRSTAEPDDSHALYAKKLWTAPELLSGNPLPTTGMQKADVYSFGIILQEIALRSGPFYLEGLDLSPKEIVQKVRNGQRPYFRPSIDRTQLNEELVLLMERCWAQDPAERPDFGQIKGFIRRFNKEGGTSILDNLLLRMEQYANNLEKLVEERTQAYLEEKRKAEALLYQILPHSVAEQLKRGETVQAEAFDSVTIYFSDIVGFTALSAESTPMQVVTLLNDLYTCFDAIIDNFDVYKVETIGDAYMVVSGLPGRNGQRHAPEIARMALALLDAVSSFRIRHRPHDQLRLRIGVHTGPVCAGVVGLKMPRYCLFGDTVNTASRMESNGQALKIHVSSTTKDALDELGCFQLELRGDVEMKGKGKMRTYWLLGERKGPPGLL
DAX1 inh-1 = NR0B1 (DAX1) inhibition | P51843 | HEK293 Gal4-DAX1 luciferase reporter, luminescence | inhibition, % at 6.75 µM | 340,000 tested, 0.99% active | AID 504766;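 active means inhibition above the mean over all tested compounds plus 3 SD, cut at about 4.2% in these data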;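 further: 0% = DAX1-transfected cells with DMSO and 100% = empty-vector control cells with DMSO; inhibition shows as a rise in luminescence from relieved DAX1 repression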
DAX1 inh-2 = inhibitors of DAX1 repression of SF-1 activated StAR promoter; HEK293T StAR-luciferase reporter, SF-1/DAX-1 repression relief; AID 652010; inhibition, % at 6.8 µM; 370,000 tested, 1.1% active;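 active means inhibition above the mean over all tested compounds plus 3 SD, cut at about 3.6% in these data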;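 further: 0% = DAX-1 cells with DMSO and 100% = cells lacking DAX-1 with DMSO; higher inhibition means more luminescence from relief of DAX-1 repression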
ssDAF12 agonist = activators of S. stercoralis DAF-12 nuclear receptor; HEK293 ssDAF-12/GRIP1 lit1-tk-luc reporter, luminescence; % of 3 µM dafachronic acid response; activation, % at 6.8 µM; 370,000 tested, 1% active; AID 652126;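 active means activation above the mean over all tested compounds plus 3 SD, cut at about 0.9% in these data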;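 further: 0% = DMSO-only wells and 100% = 3 µM delta7-dafachronic acid wells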
NPR1 activator = GC-A (human) enzyme activation. HEK293 GC-A cells, cGMP TR-FRET, EC30 ANP; 0% at EC30 ANP, 100% saturating ANP. activation, % at 10 µM. 370,000 tested, 0.14% active. AID 1671463; in the data active means activation above about 40%
hgDAF12 agonist = hgDAF-12 agonism, primary luciferase screen. 370,000 tested, 1.8% active. HEK293 GAL4-hgDAF12 UAS-luciferase reporter, agonist luminescence; normalized to butyrate control. activation, % at 6.8 µM. AID 687014;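 active means activation above a cutoff set at the mean of all screened compounds plus 3 SD, cut at about 10% in these data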;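 further: 0% = DMSO wells and 100% = sodium butyrate wells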
Active calls of the source: *; . = not tested or not shown.

SMILES	SMARCA2 act	ADAM10 inh	GAA850 FXN act	HGIII-sPLA2 inh	hcDAF-12 act	GC-B act	DAX1 inh-1	DAX1 inh-2	ssDAF12 agonist	NPR1 activator	hgDAF12 agonist
C#CC1(NC(=O)N(C)C)CCCCC1	-3	-4	0.0	3	-0.6	0	0.0	-0.2	-1.5	-1	-2.0
CC1CN(C(=O)COC(=O)c2cncc(Br)c2)CC(C)O1 (configuration not stated)	1	2	1.2	-1	-1.2	-2	0.6	0.2	-0.9	1	0.2
COc1ccc(NC(=O)CCNC(=O)c2ccco2)cc1OC	5	-1	-0.2	8	-2.1	-4	1.4	-0.1	-0.5	-3	1.1
O=C(NC1CCSC1=O)c1cccc(Cl)c1 (configuration not stated)	0	5	-0.5	-5	-0.9	6	-0.4	-0.8	-1.6	-3	3.4
CC(C)(C)NC(=O)NC(=O)COC(=O)CNS(=O)(=O)c1ccc(Br)cc1Cl	1	-3	-1.2	-9	0.3	0	5.8*	0.2	-0.5	-2	4.7
CCCn1c(=O)[nH]c(=O)c2c1nc(-c1ccc3c(c1)OCCO3)n2CCN1CCOCC1	4	-52	0.5	5	-0.8	6	-0.4	-0.6	-1.2	5	-1.8
CC(=O)c1ccc(OCC(=O)Nc2ccccc2N2CCCC2)cc1	-3	-4	-0.4	5	-1.2	-8	-0.3	-1.2	-1.4	-1	-3.0
Fc1ccccc1COc1ccccc1/C=N/Nc1nc(N2CCCC2)nc(N2CCCC2)n1	0	4	-1.4	-5	0.3	3	-0.4	0.2	-1.4	-4	1.9
CCCN(C(=O)c1cn(CCC)c2ccccc12)c1ccc(Oc2cccnc2)cc1	-6	11	.	-15	-2.8	-5	.	-2.9	-1.5	-6	-1.4
COc1ccc(N(C(=O)c2ccccc2OC)C2C=CS(=O)(=O)C2)c(OC)c1 (configuration not stated)	3	2	0.0	-1	-1.6	-7	0.1	-0.1	-0.8	-11	0.2
CCn1nnnc1SCC(=O)c1cccc(OC)c1	3	2	-1.5	-18	0.1	8	1.7	-0.1	-1.3	3	1.9
Cc1cc(C(=O)N2CCc3ccccc32)c2ccccc2n1	-4	-2	5.9	7	2.0	1	0.8	0.3	0.8	4	-0.7
COc1ccc([N+](=O)[O-])cc1NCC(=O)c1ccc(C)cc1	-1	-8	-0.6	7	2.5	-6	-0.1	-0.3	-1.0	-3	0.8
OCC[C@@H]1C[C@@H](O)[C@H](O)[C@@]2(CCCc3ccccc3O2)O1	-1	1	0.3	-7	-1.5	4	1.0	0.0	-1.4	-1	-1.1
COc1ccc(CCNC(=O)c2ccc3c(=O)n(Cc4ccco4)c(=S)[nH]c3c2)cc1OC	-3	0	-0.3	-1	-0.5	-5	-0.2	0.0	-1.0	-1	-0.8
COc1ccc(N2CCN(c3oc(COc4ccc(Cl)cc4)nc3C#N)CC2)cc1	0	-5	1.9	4	-1.0	-2	-0.9	-0.7	-0.4	2	1.6
CN(C)S(=O)(=O)Nc1ccccc1F	4	-2	1.7	-1	1.7	1	-0.9	-0.2	-1.3	-3	1.0
O=C(Nc1ccccc1)c1cccc(-c2nnc(-c3ccccc3)o2)c1	1	-7	4.2	-2	-1.5	-3	0.5	0.5	-1.2	3	0.1
Cc1ccc(C(=O)NC(O)C(Cl)Cl)cc1 (configuration not stated)	-3	-6	0.2	11	0.0	0	0.8	0.2	-1.4	2	-1.5
CCC1(CC)NC(=S)N(Nc2ccccc2)C1=O	-5	1	2.1	6	-0.4	-1	2.2	-0.4	-1.7	2	-0.8
CCCC(=O)NC(c1cccc([N+](=O)[O-])c1)c1ccc2cccnc2c1O (configuration not stated)	-7	26*	-5.2	22*	-3.4	7	-3.6	-6.3	-1.2	3	-8.6
O=C1c2ccccc2C(=O)C1c1ccncc1	7	1	2.0	-40	5.6*	0	0.2	4.0*	0.0	1	8.3
Cc1cc(Cl)ccc1NC(=S)NCc1ccccc1	0	1	1.9	8	-0.7	2	0.4	0.1	-0.7	-8	-0.1
C=CCN(C(=O)Cn1ncc2c1-c1cc(C)ccc1OC2)c1ccccc1	-2	4	-0.2	-12	-2.7	-7	1.6	-0.9	-1.5	-4	-1.8
CC(=O)c1cccc(NC(=S)N2CCN(c3ccccn3)CC2)c1	-2	0	0.9	2	-1.9	-8	0.2	0.6	-1.5	-1	0.5
O=C(NCc1ccco1)C1CCCN(S(=O)(=O)c2cnc[nH]2)C1 (configuration not stated)	-1	-7	-0.2	-3	-0.6	-5	2.3	-0.8	-0.5	0	3.6
Cc1ccccc1Nc1nc(N)nc(COC(=O)CCS(=O)(=O)c2ccccc2)n1	-1	4	3.6	-2	0.5	2	2.4	0.5	-0.5	-2	5.0
N#CNC(=Nc1cccc(F)c1)SCc1ccccc1F	-3	23*	1.4	-46	-3.3	7	-0.8	-1.2	-1.6	7	-1.3
CCCC(=O)OCCNc1cc(SCc2ccco2)c2nonc2c1[N+](=O)[O-]	-1	11	2.0	-1	0.1	-2	0.5	0.1	-0.8	5	1.2
CCc1nnc(NC(=O)CSCc2cc(=O)n3nc(C(C)C)sc3n2)s1	-2	3	-0.3	13	0.6	3	0.2	-0.2	-1.5	1	-0.8

Looked up above.
Cc1cc(Cl)ccc1NC(=S)NCc1ccccc1 @ SMARCA2 act = 0
CCc1nnc(NC(=O)CSCc2cc(=O)n3nc(C(C)C)sc3n2)s1 @ hcDAF-12 act = 0.6
CC(=O)c1cccc(NC(=S)N2CCN(c3ccccn3)CC2)c1 @ NPR1 activator = -1

Following part
SMILES	SMARCA2 act	ADAM10 inh	GAA850 FXN act	HGIII-sPLA2 inh	hcDAF-12 act	GC-B act	DAX1 inh-1	DAX1 inh-2	ssDAF12 agonist	NPR1 activator	hgDAF12 agonist
CCc1ccc(C(=O)COC(=O)c2ccccc2OC)cc1	2	-2	3.4	-7	-1.2	0	0.1	-0.9	-0.3	1	1.9
CCOc1ccc2sc(NS(=O)(=O)c3ccc(N)cc3)nc2c1	-1	-7	3.5	-22	-1.3	2	2.6	-0.2	0.0	0	-0.6
CC(OC(=O)c1cccc(S(=O)(=O)N2CCCC2)c1)C(=O)NC1CCCCC1C (configuration not stated)	-1	1	1.3	-8	-1.4	-1	-0.8	0.3	-0.4	0	0.8
CCc1ccc(-n2c(C)n[nH]c2=S)cc1	0	-3	0.1	18	2.0	-2	-0.1	0.1	-1.8	-4	2.8
Cc1ccc(/C=N/NC(=O)c2ccc3c(c2)OCCO3)s1	2	9	-2.5	4	3.3	0	3.6	1.9	0.5	-1	6.4
CCCCCCC1C(C#N)=C(N)OC2=C1C(=O)CC(C)(C)C2 (configuration not stated)	-1	-6	0.5	4	-0.3	6	0.7	-0.2	-1.3	1	-2.5
CCOC(=O)Cc1csc(NC(=O)CSc2nnnn2-c2ccc(C)c(C)c2)n1	1	10	0.5	-28	-2.7	-2	-1.1	-1.4	-1.1	7	-0.2
COc1ccc(-c2ccc3c(=O)cc(-c4ccsc4)oc3c2)cn1	2	-487	3.2	1	-1.3	12	-0.2	0.5	-0.8	13	-0.6
CC12CN3CCN(CC(C3)/C1=N\N=C1/C3CN4CCN(C3)CC1(C)C4)C2	0	-1	0.3	1	0.2	2	-1.0	0.6	-1.5	4	1.3
Cn1c(=O)n(C)c2cc(CN3C(=O)OC(C)(C)C3(C)O)ccc21 (configuration not stated)	-3	0	-0.9	-3	1.7	-1	2.0	0.9	-0.3	5	1.5
N#CCC(=O)Nc1cc(C(F)(F)F)ccc1N1CCOCC1	-1	1	-2.2	-9	0.0	5	1.4	0.1	-1.6	-1	-1.5
Cc1ccc(-n2sc3ccccc3c2=O)cc1	8.0*	1	-4.4	-5	-0.3	16	1.8	0.0	-1.3	4	5.5
CCCS(=O)(=O)NC(=O)C1(C)CCN(C(=O)c2ccccc2OC(C)=O)C1 (configuration not stated)	-3	-12	0.1	17	0.0	3	.	-0.1	-1.1	4	-0.9
Cc1ccc(Nc2ccc(C(F)(F)F)cc2[N+](=O)[O-])cc1	0	-7	-4.2	1	0.5	2	2.0	0.6	-1.5	-1	1.5
COCCN(C(=O)CSc1nc2ccc(Cl)cc2[nH]1)c1c(N)n(Cc2ccccc2)c(=O)[nH]c1=O	-3	-10	-0.1	-7	0.1	-2	-0.2	-0.2	0.4	-2	1.0
COc1cccc(OCCCCSc2ncccn2)c1	1	-7	-0.3	-4	-0.8	-2	-0.6	0.9	-0.7	12	2.1
Cc1c(S(=O)(=O)N2CCN(c3ccccc3)CC2)c(=O)n(C)c(=O)n1C	-2	10	-0.1	-4	-0.7	-4	0.8	-0.5	-1.2	3	0.4
CC(=O)N1CC(c2ccccc2)C(c2ccc(Cl)cc2)=N1 (configuration not stated)	-1	-3	3.4	0	-2.1	-14	0.0	0.8	-0.8	-32	-2.9
Cc1onc(-c2ccc3c(c2)OCO3)c1-c1ccc2[nH]ccc2c1	0	13	-2.2	-6	-0.1	0	0.1	-0.6	-1.3	-2	4.5
O=C(c1ccc(F)cc1)C1CCN(S(=O)(=O)c2ccccc2)CC1	-3	-2	-0.2	-2	-0.9	0	-0.6	0.2	-1.8	-3	-0.8
CCCNC(=O)N(CCOC)CC1CCCN(C2Cc3ccccc3C2)C1 (configuration not stated)	-2	-3	0.0	3	1.7	2	1.6	0.6	-0.7	2	-0.8
Oc1ccc(Nc2nc(NCC3CCCO3)c3ccccc3n2)cc1 (configuration not stated)	2	-17	-1.1	-2	-1.9	5	1.0	-0.6	-1.6	11	0.1
Cc1cc(CNC(=O)c2ccc3nc(Cc4ccccc4F)oc3c2)nn1C	0	-15	3.5	-9	2.3	-2	2.0	2.4	-0.7	-3	12*
O=C(Nc1ccc2c(c1)OCCO2)C1CCN(C(=O)c2ccc(Cl)cc2)CC1	2	-5	0.6	0	0.6	-4	-0.9	-0.1	-0.7	3	4.7
Cn1c(=O)n(C)c2cc(NS(=O)(=O)c3ccc(F)cc3)ccc21	-3	5	0.8	-2	0.7	2	0.9	-0.5	-0.9	1	-2.1
COC(=O)c1ccc(COc2ccc(/C=N/O)cc2OC)o1	-1	2	3.1	2	-0.7	2	-0.4	0.1	-0.8	-2	1.9
COCCCN1C(=O)C2C(C(=O)Nc3cc(C)cc(C)c3)C3C=CC2(O3)C1C(=O)NC1CCCCC1 (configuration not stated)	1	5	-1.2	-2	-2.5	1	0.0	0.0	-0.9	2	3.2
COc1cc(/C=N/NC(=O)c2nc3ccccn3c2C)cc(OC)c1O	-3	-11	-2.0	10	-0.1	2	-0.3	0.7	-1.4	-7	-0.9
CC(C)(C)OC(=O)N1CCC[C@H]1c1nnc(SCC(=O)Nc2ccc(Br)cc2)o1	-2	1	0.6	-33	0.5	-3	1.5	-0.3	-0.6	-1	-2.2
Cc1nc2ccc(NS(=O)(=O)c3ccc(F)cc3)cc2s1	-4	1	1.1	-10	-1.2	0	-1.9	-0.6	-1.7	7	2.3

The order is random; about 6.6% have a hit in one of these screens.
